High-throughput results deposited in PubChem BioAssay by National Center for Advancing Translational Sciences (NCATS).
HEK293 tox = qHTS of GLP-1 Receptor Inverse Agonists: Cytotox Screen; HEK293 cAMP-luciferase reporter cells, luminescence, 24 h; Potency, µM (titrated, usually from 38.3 µM), inactives show at the top dose activity change, negative = inhibition, usual class: inhibitors; 410,000 tested, 0.13% active; AID 624418, 2012; active = well fitted inhibition curve with a large enough effect; inconclusive = small, poorly fitted or top-dose-only effect, or another doubt; inactive = no such curve, though single readings can be large or run the other way;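 also: loss of luciferase light is scored as toxicity; potency is read from the fitted curve at half-maximal effect; % is scaled to controls: 0 for no effect and ±100 for the full control effect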
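Compound-treated cells are incubated 24 hr at 37 deg C under 5% CO2 after a 12 hour attachment period, then luciferase detection reagent is added and luminescence is measured following 12 min at room temperature; lowered signal indicates toxicity.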
DRD3 agonist = qHTS of D3 Dopamine Receptor Agonist: qHTS; D3R DiscoveRx beta-arrestin cells, luminescence, 90 min; D(3) dopamine receptor (Homo sapiens), P35462; max activation, %; 410,000 tested, 0.58% active; in the data active = max activation above about 30%; also: 0% is about no effect; mostly tested at two doses, the higher about 12 µM
Target sequence (P35462 whole entry, looked up): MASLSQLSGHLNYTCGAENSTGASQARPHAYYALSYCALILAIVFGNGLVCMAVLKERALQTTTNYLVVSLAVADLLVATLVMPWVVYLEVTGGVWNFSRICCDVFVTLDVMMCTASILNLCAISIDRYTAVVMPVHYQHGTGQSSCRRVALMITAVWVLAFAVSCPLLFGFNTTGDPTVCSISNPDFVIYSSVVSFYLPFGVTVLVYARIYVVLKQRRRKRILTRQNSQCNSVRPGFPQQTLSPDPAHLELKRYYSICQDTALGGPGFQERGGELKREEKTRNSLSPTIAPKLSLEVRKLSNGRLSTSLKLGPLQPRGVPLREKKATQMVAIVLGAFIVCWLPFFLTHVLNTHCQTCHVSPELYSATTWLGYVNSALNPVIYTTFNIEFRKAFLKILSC
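Agonist-mode cell screen: cells plated at 1500/well and incubated overnight at 37 °C, then exposed to library compounds for 90 min at 37 °C. Detection reagent was added for 30–60 min at room temperature, and luminescence was read.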
* hit, by the source's call; ? = inconclusive; [ ] = remark or other dose. A portion of the library (hit frequency here may not be typical).

The first 3 records (preview)
Structure,HEK293 tox,DRD3 agonist
CCc1ccc(CN(Cc2ccco2)C(=O)c2ccc(OC)cc2)cc1,-4%,3
O=C(CC(NCc1cccnc1)C(=O)O)Nc1ccc(F)cc1 (configuration not stated),5%,8
O=C(COc1ccc(F)cc1)Nc1ccc2nc(SCC(=O)N3CCOCC3)sc2c1,0%,-14

The list itself, repeating the preview:
Structure,HEK293 tox,DRD3 agonist
CCc1ccc(CN(Cc2ccco2)C(=O)c2ccc(OC)cc2)cc1,-4%,3
O=C(CC(NCc1cccnc1)C(=O)O)Nc1ccc(F)cc1 (configuration not stated),5%,8
O=C(COc1ccc(F)cc1)Nc1ccc2nc(SCC(=O)N3CCOCC3)sc2c1,0%,-14
COc1cccc(N2CCN(c3ncnc4c3c(-c3ccccc3)cn4-c3ccc(F)cc3)CC2)c1,9%,-2
COc1ccccc1Cn1ccn(Cc2ccc(C)cc2)c(=O)c1=O,-16%,-5
CCc1ccc(NC(=O)C2CCCN2S(=O)(=O)c2ccc3nc(-c4ccccc4)[nH]c3c2)cc1 (configuration not stated),-28%,-5
CCOc1cccc(CC(=O)N2CCc3c([nH]c4ccccc34)C2c2ccc(Cl)cc2)c1OCC (configuration not stated),-14%,-6
COc1cc(Cl)c(NS(=O)(=O)c2cc(-c3cc(C)no3)ccc2OC)c(OC)c1,-3%,-23
COc1ccc(OC)c(-n2nnc(-c3nc(-c4cc(OC)c(OC)c(OC)c4)no3)c2C)c1,-6%,31*
CCOc1ccc2nc(N3CCC(C(=O)Nc4ccc(Br)cc4F)CC3)sc2c1,5%,-7
CCOCCCNC(=O)Cn1nc(C)n2c(cc3cc(C)ccc32)c1=O,-12%,7
Cc1ccc(Cl)cc1N1CCN(C(=O)c2ccc(CS(=O)c3ccccc3)o2)CC1 (configuration not stated),?,-6
COc1ccc(NC(=O)c2ccc3c(c2)sc2nc(-c4ccc(OC)cc4)cn23)cc1,17%,6
O=C(Nc1ccccc1)c1nc[nH]c1C(=O)O,-1%,1
Cc1nc(N2CCCC2)c2c(C(=O)Nc3cccc(C)c3C)c(C)oc2n1,-9%,4

Continued.
Structure,HEK293 tox,DRD3 agonist
Cc1ccc(CNc2nc(-c3ccco3)nn2S(C)(=O)=O)cc1,-9%,8
CCOc1ccc(CCNC(=O)c2cnc3sc(N4CCCCCC4)nn3c2=O)cc1,4%,15
O=C(NCc1ccccc1Cl)C(=O)NCC(c1cccs1)S(=O)(=O)c1cccs1 (configuration not stated),0%,2
Cc1ccccc1NC(=O)c1ccc(F)c(S(=O)(=O)N(C)Cc2ccccc2)c1,-12%,8
COc1ccc(N(Cc2ccccc2)C(=O)c2nc(S(C)(=O)=O)ncc2Cl)cc1,?,-27
COc1ccc(N2CC(NC(=O)c3ccc(Br)o3)CC2=O)cc1 (configuration not stated),3%,4
O=C(NCCc1ccccc1)c1ccc(CSc2nc3ccncc3n2Cc2cccc(F)c2)cc1,-17%,-23
O=C(Nc1ccc(F)cc1)c1ccc(Cn2nc(N3CCN(c4ccccc4)CC3)ccc2=O)o1,-11%,-2
N#Cc1ccccc1NC(=O)C(=O)NCCc1csc(-c2ccc(F)cc2)n1,4%,-13
CCC(=O)N1CCc2cc(CNS(=O)(=O)c3ccc(Cl)s3)ccc21,-5%,6
Cc1cc(C)n2c(Nc3ccc(Cl)cc3)c(-c3ccsc3)nc2n1,7%,-2
O=C(Nc1ccccc1OCc1cc(=O)n2ccccc2n1)c1cccc(Br)c1,-1%,-2
CCOC(=O)c1cc(C)n(CC2CCC(C(=O)Nc3ccc(C(C)=O)cc3)CC2)c1C (configuration not stated),-7%,-1
CC(C)CCn1c(SCc2ccc(F)cc2Cl)nc2ccsc2c1=O,8%,10
COc1ccc(/C=C\c2onc(C)c2S(=O)(=O)N2CCC(C(=O)Nc3ccc(C)c(F)c3)CC2)cc1,2%,-11

New compounds follow.
Structure,HEK293 tox,DRD3 agonist
CCCN(CCC)c1nn2c(=O)c(C(=O)NCc3cc(Br)ccc3OC)cnc2s1,13%,-14
Cc1nc2nc(SCC(=O)NCCc3ccc(Cl)cc3)nn2c(C)c1Cc1c(F)cccc1Cl,2%,-28
COc1ccc(-c2noc(CNC(=O)c3ccccc3Br)n2)cc1,-5%,0
CCOC(=O)C1=C(CN2CCN(c3cc(C)ccc3C)CC2)NC(=O)NC1c1ccc(Cl)cc1 (configuration not stated),-14%,4
COc1ccc(OC)c(NC(=O)C2CCCN(S(=O)(=O)c3ccc4[nH]c(=O)ccc4c3)C2)c1 (configuration not stated),-3%,4
COc1ccc(/C=C/c2nc(C#N)c(N3CCC(C)CC3)o2)cc1OC,74%[activator],16
CCc1ccc2nc(N3CCN(C(=O)c4ccccc4)CC3)sc2c1,-17%,11
Cc1ccccc1NC(=O)C1CCN(S(=O)(=O)c2ccccc2)CC1,-10%,8
Cc1ccc(NS(=O)(=O)c2ccc(-c3cc(C)no3)cc2)c(Br)c1,-9%,8
Cc1ccc2nc(CSc3nnc(NC(=O)COc4ccccc4)s3)cc(=O)n2c1,-2%,-13
COc1ccc(NC(=O)C(NC(=O)/C=C\c2ccc3c(c2)OCO3)c2ccccc2)cc1 (configuration not stated),-13%,-29
COc1ccc(C(C)=O)cc1CSc1nc(Nc2ccc(F)c(F)c2)c2ccccc2n1,-5%,10
COc1ccc(-n2ccnc2SCC(=O)Nc2cccc(OC)c2)cc1,-19%,12
COc1ccccc1C(=O)Nc1ccc(C(=O)OCc2cc(=O)n3c4c(sc3n2)CCCC4)cc1,0%,-2
Cc1ccc(CNc2ccc3cc(S(=O)(=O)N4CCCCC4)ccc3n2)cc1,0%,-4

Single records, as listed above:
COc1ccc(C(C)=O)cc1CSc1nc(Nc2ccc(F)c(F)c2)c2ccccc2n1 reads HEK293 tox = -5%; DRD3 agonist = 10
COc1ccc(-n2ccnc2SCC(=O)Nc2cccc(OC)c2)cc1 reads HEK293 tox = -19%; DRD3 agonist = 12

(more compounds)
Structure,HEK293 tox,DRD3 agonist
Cc1ccc(-c2nnc3c4ccccc4c(C)nn23)cc1NC(=O)c1ccccc1Cl,3%,5
Cc1ccc(-c2nn3c(-c4ccccc4)nnc3c3ccccc23)cc1,1%,7
Cc1nc2cccnc2n1-c1cccc(C(=O)NCCc2ccc(S(N)(=O)=O)cc2)c1,2%,-9
Cc1ccc(NC(=O)C2CCCN(c3nnc(-n4c(C)ccc4C)s3)C2)c(C)c1 (configuration not stated),-5%,0
COc1ccc(C)cc1NS(=O)(=O)c1cnc(N)nc1,-2%,13
CCn1c2ccccc2c2nnc(N3CCN(c4ccc(F)cc4)CC3)nc21,14%,-12
COC(=O)c1cc2oc3ccccc3c2n1Cc1ccc(C)cc1,4%,5
Cc1ccc(C(=O)c2cn(Cc3ccc(Cl)cc3)c3nc(C)ccc3c2=O)cc1,8%,3
O=c1oc2c(CN3CCOCC3)c(O)ccc2cc1-c1ccc(Cl)cc1,327%[activator],6
COc1cccc(CNC(=O)c2ccc3c(c2)nc2n3CCC(C)C2)c1 (configuration not stated),-1%,-18
CCc1ccccc1N(CC)C(=O)c1c(C)oc2ncnc(N3CCOCC3)c12,-2%,-4
Cc1cc(C)c(NC(=O)CN2C(=O)CCSc3ccc(S(=O)(=O)N4CCCC4)cc32)c(C)c1,0%,-4
COCCCn1c(=O)c2sccc2n2c(CCCC(=O)Nc3cccc(C(F)(F)F)c3)nnc12,-14%,15
CN(C(=O)C1CCN(c2ncnc3c2nc2n3CCCCC2)CC1)c1ccccc1F,-4%,6
CCOC(=O)c1c(C)[nH]c(C)c1S(=O)(=O)N1CCN(c2ccccc2OC)CC1,2%,-18

Reformatted: 5 of the compounds above.
Values run as follows: HEK293 tox	DRD3 agonist
> O=c1oc2c(CN3CCOCC3)c(O)ccc2cc1-c1ccc(Cl)cc1
    327%[activator]	6
> COc1cccc(CNC(=O)c2ccc3c(c2)nc2n3CCC(C)C2)c1 (configuration not stated)
    -1%	-18
> CCc1ccccc1N(CC)C(=O)c1c(C)oc2ncnc(N3CCOCC3)c12
    -2%	-4
> Cc1cc(C)c(NC(=O)CN2C(=O)CCSc3ccc(S(=O)(=O)N4CCCC4)cc32)c(C)c1
    0%	-4
> COCCCn1c(=O)c2sccc2n2c(CCCC(=O)Nc3cccc(C(F)(F)F)c3)nnc12
    -14%	15

New compounds follow:
Structure,HEK293 tox,DRD3 agonist
O=C(CCSCc1ccc(Cl)cc1)N1CCN(c2ccccc2F)CC1,13%,-11
CCN(CC)c1ccc(NC(=O)Cn2c3ncccc3c(=O)n2-c2ccccc2)c(C)c1,5%,1
CC1CCN(Cc2c(O)ccc3c(=O)c(Oc4ccccc4Cl)c(C(F)(F)F)oc23)CC1,-7%,-8
Cc1cc(Nc2cccc(C(F)(F)F)c2)nc2ccc(NC(=O)c3cncc(Br)c3)cc12,-29%,-1
Cc1cc(C)cc(S(=O)(=O)c2cn(C)c3cc(N4CCCC4)c(F)cc3c2=O)c1,-2%,-1
CCOC(=O)c1c(C)[nH]c(CCC(=O)NCCCN2CCN(c3cccc(Cl)c3)CC2)c1C,7%,-5
CC1=C(C(=O)Nc2ccccc2)C(c2ccccc2Cl)n2ncc(C(=O)Nc3cccc(C)c3)c2N1 (configuration not stated),-1%,-4
COc1cc(NC(=O)C2CCN(C(=O)c3sc4nc[nH]c(=O)c4c3C)CC2)cc(OC)c1OC,-1%,-9
COc1cccc(CNC(=O)c2nn(C)c3c2CSc2ccccc2-3)c1,1%,-1
Cc1ccc(-c2nnc3c4ccccc4c(C)nn23)cc1NC(=O)c1ccccc1,-3%,5
CCc1cccc(C)c1NC(=O)CSc1nc2ccccc2nc1Cc1ccccc1,-1%,-4
COc1ccc(-c2nc3nc(C)cc(Nc4cccc(C(F)(F)F)c4)n3n2)cc1,5%,-9
O=C(CSc1cn(CC(=O)N2CCOCC2)c2ccccc12)Nc1ccccc1C(F)(F)F,-9%,-3
CCc1ccc(NC(=O)C2CCN(S(=O)(=O)c3c(C)noc3/C=C/c3cccs3)CC2)cc1,0%,-6
O=C(CCn1c(=O)c2sccc2n(Cc2cccc(F)c2)c1=O)NCc1ccc2c(c1)OCO2,8%,7

Carrying on.
Structure,HEK293 tox,DRD3 agonist
CCc1ccc(-n2nc(CO)c(C(=O)NC)n2)cc1,-13%,2
CCc1ccc(NC(=O)CC2C(=O)N(c3cccc(OC)c3)C(=O)N2C2CCCC2)cc1 (configuration not stated),-15%,-11
CCN(CC)S(=O)(=O)c1ccc(NC(=O)CCc2c(C)nc3cc(-c4ccc(Cl)cc4)nn3c2C)cc1,4%,1
CCCc1cc(=O)[nH]c(SCc2nc(-c3ccc(OC)cc3)no2)n1,4%,7
COc1ccccc1C(=O)Nc1ccc2oc(-c3cccc(Cl)c3Cl)nc2c1,1%,-6
COc1cccc(CNC(=O)CSc2nc(=O)[nH]c3c2CCC3)c1,1%,8
Cn1cc(S(=O)(=O)c2cccc(Cl)c2)c(=O)c2cc(F)c(N3CCCCC3)cc21,-1%,5
O=c1oc2ccc3ccccc3c2cc1-c1nnc(Nc2ccc(F)cc2)s1,13%,20
Cc1ccc(C)c(N2CCN(S(=O)(=O)c3cc(C(=O)Nc4ccc(Oc5ccccc5)cc4)ccc3F)CC2)c1,10%,-4
COc1ccc(S(=O)(=O)NCC(c2ccco2)N2CCN(c3ccccc3)CC2)cc1OC (configuration not stated),3%,-20
COc1ccc(Nc2nn(-c3ccc(OC(F)(F)F)cc3)nc2C(C)=O)cc1,-1%,12
COc1cc(C(=O)N(CCCN(C)C)c2nc3c(OC)cccc3s2)cc(OC)c1OC,-3%,-25
CCCn1c2ccc(F)cc2c2nnc(SCCN(CC)CC)nc21,4%,-26
COc1ccc(Cl)cc1NC(=O)N1CCC(CN2CCc3ccccc3C2)CC1,1%,-15
O=c1c(S(=O)(=O)c2cccc(Cl)c2)cn(Cc2ccccc2)c2cc(N3CCCCC3)c(F)cc12,18%,1

Carrying on:
Structure,HEK293 tox,DRD3 agonist
CCCCN(CCCNC(=O)CN1N=C(c2ccccc2)CCC1=O)c1ccccc1,-1%,-17
CCn1cc(S(=O)(=O)c2cc(C)cc(C)c2)c(=O)c2cc(F)c(N3CCOCC3)cc21,-1%,-9
COc1ccc(CCNC(=O)c2cc(=O)[nH]c3ccc(S(=O)(=O)N4CCCCC4)cc23)cc1OC,-4%,-3
O=C(NCc1ccc(F)cc1Cl)c1cc(=O)[nH]c2ccc(S(=O)(=O)N3CCCCC3)cc12,17%,2
CCN(CC)c1cc(C)c2cc(NC(=O)/C=C/c3cc(OC)c(OC)c(OC)c3)ccc2n1,?,-13
Cc1ccc2nc(CSc3nnc(NC(=O)COc4ccccc4F)s3)cc(=O)n2c1,-2%,58*
CCc1ccc(CNC(=O)c2cc3cc(S(=O)(=O)N4CCCCC4)ccc3n2C)cc1,1%,-7
O=C(NCc1ccccc1Cl)c1ccc2c(c1)N(Cc1ccccc1)C(=O)CS2,7%,-4
Cc1c(Cl)cccc1NC(=O)c1cc2nc(-c3ccc4c(c3)OCO4)cc(C(F)(F)F)n2n1,-7%,9
O=C(Nc1ccc(C(=O)OCc2cc(=O)n3c4c(sc3n2)CCCC4)cc1)c1ccccc1,1%,12
